# High-throughput results (PubChem BioAssay)
# Tat export inh = inhibitors of E. coli Tat protein transport | E. coli MC4100 TorA-mCherry Tat export, fluorescence | inhibition, % at 10 µM | 340,000 tested, 0.036% active;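 active means mean replicate inhibition at least 50% and at least half of replicates individually reaching 50%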;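 further: exported cargo escapes ClpAP degradation while cytoplasmic cargo is degraded and loses fluorescence; 0% = median of neutral control wells and 100% = median of NaSCN control wells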
# Ecoli viability = bacterial growth inhibition, counter-screen for AddAB inhibitors. E. coli V3065 growth, OD600 absorbance, 18 h. inhibition, % at 11.9 µM. 330,000 tested, 0.27% active;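 active means inhibition above the campaign's mean inhibition across all tested compounds plus 3 SD, cut at about 9.9% in these data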;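 further: uninfected addAB+ strain grown without phage in ampicillin broth; 0% = DMSO wells and 100% = ciprofloxacin 0.95 µg/ml wells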
# OPRM1-OPRD1 ag = OPRM1-OPRD1 heterodimerization agonism; AID 504326; cells, luminescence; activation, % at 9.3 µM; 340,000 tested, 0.3% active; P35372+P41143; in the data active means activation above about 18%;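 further: 0% = vehicle-treated cells and 100% = reference agonist; values of inactives mirror those of a sister screen read the other way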
# phage Ecoli inh = E. coli growth loss with phage present | AID 651602 | 360,000 tested, 0.26% active | growth absorbance | inhibition, % at 11.9 µM; in the data active means inhibition above about 11%
# PKA-R1A act = PKA-R1A complex activation; PKA-R1A dissociation, Cy5-IP20 fluorescence polarization; scaled: DMSO 0%, 113 µM cGMP 100%; activation, % at 11.4 µM; 340,000 tested, 0.083% active; AID 504707;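 active means percent activation above the mean of all tested compounds plus 3 SD, cut at about 19% in these data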;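 further: higher means more PKAc released from R1A so a rise in polarization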
# Mot1-301 SUMO = blocks SUMOylation pathway, rescuing yeast Mot1-301 growth. S. cerevisiae Mot1-301 growth rescue, ATP luminescence, 38.5C; percent above DMSO median, 100 means doubled. growth rescue, % at 18.8 µM. 320,000 tested, 1% active. AID 2716;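 active means every valid replicate shows activation above 250% relative to neutral control wells; inactive means the rest, any valid replicate at or below 250%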;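 further: OY570 slx delta 5 strain wells were the positive control but not used for scaling; some compounds called inactive have numbers as strong as hits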
# AddAB inh = less growth of phage-infected E. coli with AddAB; AID 435030; 330,000 tested, 0.29% active; inhibition, % at 11.9 µM; E. coli expressing H. pylori AddAB, absorbance growth; in the data active means inhibition above about 12%;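 further: 0% = vehicle wells of infected cells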
# OPRM1-OPRD1 inv = inverse agonists of human mu-delta opioid receptor heterodimerization. cell-based MOR-DOR heterodimer luminescence, inverse agonism. inhibition, % at 9.3 µM. 340,000 tested, 0.21% active. AID 504357; in the data active means inhibition above about 22%, passing the limit was not always enough;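 further: 0% = cells with DMSO and 100% = wells without cells with DMSO; values of inactives mirror those of a sister screen read the other way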
# Arrestin-AP2 inh = blocks beta-arrestin peptide binding to AP2 adaptin. inhibition, % at 10 µM. FITC-arrestin peptide / GST-AP2 beads, flow cytometry; AP2 beta2 appendage carries R879A mutation. 340,000 tested, 0.31% active;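 active means inhibition above a set limit, near 3 SD of compounds lacking own fluorescence, cut at about 54% in these data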;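 further: plate controls were DMSO wells for no effect and 5 µM unlabelled arrestin peptide for full effect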
#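 Assay system: GST-AP2 R879A bound to glutathione beads, E. coli-expressed; Medium: PBS with 0.05% Tween 20 and 0.1% BSA; Also added: fluorescein-tagged arrestin peptide at 50 nM final; Timing: 12 min plus 1 h, RT; Measured by: flow cytometry, FL1 (488/535 nm); Evaluation: percent drop in bead-associated FITC signal.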
# PfHsp90 set2 = inhibits growth of yeast expressing Plasmodium falciparum Hsp90 | 310,000 tested, 0.32% active | AID 504621 | inhibition, % at 9.4 µM | S. cerevisiae expressing PfHsp90, BacTiter-Glo ATP, 48 h; yeast lacking PDR1 and PDR3 efflux regulators;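 active means every replicate shows inhibition above about 80%, whatever the replicate mean, limit read from the data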;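 further: 0% = DMSO neutral controls and 100% = 20 µM radicicol positive controls; yeast relying on Plasmodium falciparum Hsp90 in place of its own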
# DSG3 Ab inh = human desmoglein-3 autoantibody binding inhibition; DSG3-coupled beads, scFv-anti-DSG3-GFP binding, flow cytometry; active compounds read low; AID 588358; binding (percent of control), % at 10 µM; 310,000 tested, 0.48% active; P32926;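 active means binding more than 3 SD below its plate's average and above zero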;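 further: hits lower antibody fragment binding to DSG3; some compounds called inactive have numbers as strong as hits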
# Target sequence (P32926 whole entry, looked up, the tested form may be a part): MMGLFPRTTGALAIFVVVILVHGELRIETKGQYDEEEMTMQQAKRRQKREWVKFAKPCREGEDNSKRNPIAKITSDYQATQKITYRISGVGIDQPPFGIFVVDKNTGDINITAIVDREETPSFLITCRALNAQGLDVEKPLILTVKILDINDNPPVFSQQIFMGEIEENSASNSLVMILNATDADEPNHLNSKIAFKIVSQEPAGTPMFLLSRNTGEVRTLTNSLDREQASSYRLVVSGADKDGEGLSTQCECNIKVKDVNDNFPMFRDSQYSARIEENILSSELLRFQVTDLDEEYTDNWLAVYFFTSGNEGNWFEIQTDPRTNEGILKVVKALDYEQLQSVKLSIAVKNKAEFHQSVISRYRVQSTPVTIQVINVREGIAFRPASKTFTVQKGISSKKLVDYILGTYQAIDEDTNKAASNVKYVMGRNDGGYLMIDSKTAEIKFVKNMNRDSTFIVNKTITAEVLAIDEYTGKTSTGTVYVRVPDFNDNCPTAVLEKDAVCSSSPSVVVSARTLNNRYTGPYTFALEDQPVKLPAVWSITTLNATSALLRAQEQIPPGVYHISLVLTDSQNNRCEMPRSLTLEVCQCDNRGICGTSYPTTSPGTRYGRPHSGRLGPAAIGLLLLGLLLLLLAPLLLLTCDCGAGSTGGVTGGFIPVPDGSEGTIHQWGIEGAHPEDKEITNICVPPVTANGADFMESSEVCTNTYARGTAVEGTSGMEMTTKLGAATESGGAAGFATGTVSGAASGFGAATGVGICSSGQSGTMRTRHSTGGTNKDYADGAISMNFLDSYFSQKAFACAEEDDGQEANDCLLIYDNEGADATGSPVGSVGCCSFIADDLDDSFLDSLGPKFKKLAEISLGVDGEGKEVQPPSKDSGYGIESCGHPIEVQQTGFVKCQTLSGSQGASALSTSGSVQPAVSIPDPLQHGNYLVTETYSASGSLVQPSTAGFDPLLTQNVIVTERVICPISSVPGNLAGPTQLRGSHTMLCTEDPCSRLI
# Starred values were filed as active, the others as inactive; . = no result given; + = active, no number.
SMILES,Tat export inh,Ecoli viability,OPRM1-OPRD1 ag,phage Ecoli inh,PKA-R1A act,Mot1-301 SUMO,AddAB inh,OPRM1-OPRD1 inv,Arrestin-AP2 inh,PfHsp90 set2,DSG3 Ab inh
O=C(OC(C(=O)NC1CCCC1)c1ccc(F)cc1)c1ccno1 (stereo not drawn),-2,0.1,-0.3,2.3,-11,18,0.3,2,31,12,100
S=C(NCc1ccc(Cl)c(Cl)c1)Nc1ccc2c(c1)OCO2,-4,1.4,-3.7,4.3,-5,12,3.8,20,1,-25,109
CCc1cccc(OCC(=O)Nc2ccccc2N2CCCC2)c1,13,2.2,7.5,3.1,2,-5,0.2,-39,5,-38,107
Cc1ccc(OCc2cc(C(=O)N3CCN(C4CCCC4)CC3)no2)cc1C,-3,0.3,0.9,2.8,5,4,-3.1,-5,-9,1,107
COc1ccc(CCNC(=O)CCNC(=O)c2ccc(Cl)cc2)cc1OC,-8,-0.7,1.3,2.5,4,14,10,-6,16,15,.
CCOC(=O)C(Cc1c(F)cccc1Cl)c1ccno1 (stereo not drawn),-5,-0.2,-0.1,2.4,-8,-3,-1.7,1,16,4,101
CCOC(=O)c1ccc2[nH]c3c(c2c1)CCCCC3=O,-1,1.2,1.5,2.8,5,-11,1.0,-9,-35,0,105
O=C(CNCc1cccs1)NC12CC3CC(CC(C3)C1)C2,4,0.0,-1.0,-0.9,9,-12,0.4,5,-5,.,114
CC(C(=O)Nc1ccc(C#N)cc1)N(C)Cc1cccs1 (stereo not drawn),-3,-1.3,0.7,2.1,-3,14,1.9,-5,19,-34,104
COc1ccccc1NC(=O)N1CCCC1C(=O)NCC1CCCO1 (stereo not drawn),-4,-2.2,-0.2,3.8,0,5,-0.7,1,4,9,96
CC(SCc1ccccc1)C(=O)Nc1ccc2c(c1)OCO2 (stereo not drawn),5,-2.4,-1.6,1.4,-6,10,0.3,8,11,-12,100
Cc1nc(SCC(=O)c2ccccc2)c([N+](=O)[O-])[nH]1,-4,0.5,0.8,-0.7,-5,-7,1.5,-4,3,20,100
Cc1cccc(OCC(=O)NCCCNC(=O)c2cnccn2)c1,-10,-0.3,0.3,4.3,-4,-6,1.5,-2,6,13,.
COc1cc(/C=C(\C#N)c2nc3c(s2)CC(C)CC3)ccc1O (stereo not drawn),12,-2.3,-1.1,-2.3,-20,-18,-0.8,6,25,26,104
O=C1CCC(C(=O)N(Cc2cccs2)C2(C(=O)NC3CCCCC3)CCCCC2)N1 (stereo not drawn),-3,1.0,1.6,2.9,-2,-1,-0.1,-8,-11,13,107
CC1=NNC(=O)C1CCC(=O)N/N=C(/C)c1ccc([N+](=O)[O-])cc1 (stereo not drawn),-10,4.1,-0.4,2.5,-3,-2,0.4,2,-7,-5,94
CCOC(=O)CN(C#N)c1nc(C)cc(C)n1,-2,-0.6,-0.5,1.7,1,8,0.4,3,14,-1,.
CC1(C)Cc2cccc(OCC(=O)OCC(=O)Nc3ccccc3)c2O1,-12,4.6,-1.0,5.4,-3,-25,3.9,6,-6,-11,89
Cc1ccn2c(=O)nc(SCC(=O)N3CCC(Cc4ccccc4)CC3)nc2c1,1,-1.6,-0.9,1.5,-1,51,-1.0,6,-3,-3,109
C=CCc1cccc(/C=N/n2c(C)nnc2C)c1O,4,0.8,-1.7,3.2,-9,-16,4.1,10,0,-11,104
COc1ccc(CCNC(=O)CSc2nc(-c3ccc(OC)c(OC)c3)ccc2C#N)cc1,-9,0.7,2.6,2.4,5,-1,2.2,-15,14,-6,104
CCOCC(=O)Nc1ccc([N+](=O)[O-])cc1Cl,5,0.2,.,4.9,.,137,6.3,.,14,4,98
Cn1c(/C=C/c2ccccc2[N+](=O)[O-])nc2ccccc2c1=O,-4,.,-1.3,2.5,-7,56,.,6,-3,1,99
CCOc1ccc(Br)cc1S(=O)(=O)N1CC(C)OC(C)C1 (stereo not drawn),-7,0.9,-1.5,1.3,3,-8,0.9,7,3,.,107
O=C(COC(=O)c1ccc(CSc2ccc(Cl)cc2)cc1)Nc1ccccc1,5,-0.5,0.7,3.7,-3,-1,2.8,-4,21,-5,102
CCn1c(SCC(=O)c2cc(C)n(-c3ccc(C(=O)OC)cc3)c2C)nnc1-c1cccnc1,4,-1.6,-0.7,0.8,-5,136,-1.9,4,1,-13,110
Cc1ccc(C)c(NC(=S)NNC(=O)c2csc3c2CCCC3)c1,8,-0.2,-0.4,1.2,-6,.,-0.2,2,8,-2,105
COC(=O)CCCNS(=O)(=O)c1ccc2ccccc2c1,-1,-0.5,-1.5,-1.4,2,26,3.8,7,-5,-16,112
C[C@@H]1NC(=O)c2cc([N+](=O)[O-])cc(I)c2NCCCC[C@@H](C(N)=O)NC(=O)[C@H](CCC(=O)O)NC1=O,6,-0.7,-1.9,.,-5,-7,2.8,11,7,23,102
CN1C=CC(=O)[C@@H](O)[C@H]1c1ccccc1Br,-2,.,-0.9,1.5,2,.,.,4,0,0,105
COC(=O)c1ccccc1NC(=O)Cn1cnc2c1c(=O)n(C)c(=O)n2C,-3,0.3,.,1.8,-2,-16,4.5,.,9,4,92
CC1CCCN(CCCNC(=O)c2ccc(N3CCCC3=O)cc2)C1 (stereo not drawn),-10,-0.2,-3.1,1.8,4,-9,0.8,17,-8,-5,99
O=C(CC1SC(N2CCCCC2)=NC1=O)Nc1ccc(C(=O)Nc2ccccc2)cc1 (stereo not drawn),2,1.6,-1.2,1.9,-1,-9,0.3,8,-2,.,109
O=C1CCCCN1CCC(=O)N1CCCC(N2CCN(c3cccc(Cl)c3)CC2)C1 (stereo not drawn),-7,1.6,-2.9,0.2,-5,-9,-1.2,15,2,14,101
O=C(NCCCNC(=O)c1ccccn1)c1ccc(Cl)cc1,7,-2.2,0.4,-0.8,-7,-10,4.9,-2,9,-16,98
COc1ccccc1-n1c(SC)nc2c(sc(=S)n2-c2ccccc2)c1=O,-8,.,-2.9,2.9,-1,.,.,16,25,0,91
COc1ccc(Cc2nc3ccc(C(=O)NCC4CCOCC4)cc3o2)cc1OC,2,-1.1,-1.8,-1.4,2,5,-0.4,10,-2,4,102
C=CCN(CC=C)C(=O)c1ccc(OC2CCN(S(=O)(=O)N(C)C)CC2)cc1,-1,2.7,-2.5,5.3,-4,16,2.7,13,1,-15,100
COc1ccccc1N(CC(=O)N/N=C(\C)c1ccccc1O)S(=O)(=O)c1ccc(C)cc1,1,0.6,8.2,1.6,2,-2,4.6,-41,-5,-30,114
CCOc1ccccc1C(=O)Nc1ccc(C(=O)c2ccccc2)cc1,-16,1.4,-1.9,2.9,-4,-11,2.6,10,-3,12,111
CC(=O)Nc1ccc(N2C(=O)CSC2c2cccc([N+](=O)[O-])c2)cc1 (stereo not drawn),-3,-2.8,-0.2,1.8,-3,-11,0.2,1,14,12,99
CCCCN(CC)CCNC(=O)C1CCCN(S(=O)(=O)c2cccc3nsnc23)C1 (stereo not drawn),-7,1.1,-0.3,1.8,-5,15,1.5,2,-3,0,103
N#Cc1ccc(NC(=O)CN2CCN(c3ccccn3)CC2)cc1,-1,-0.7,-2.4,-1.2,1,1,-0.2,11,9,2,81
O=C(COC(=O)CCc1c[nH]c2ccccc12)NCc1ccccc1,-3,2.5,-1.2,1.0,7,0,-0.3,7,-7,22,89
CCCn1nnnc1NCc1ccc(N(C)C)cc1,5,2.0,-0.9,1.3,-2,-9,0.0,4,6,9,87
COc1ccccc1OCCSc1nc2ccccc2n1CCC(=O)O,-2,-0.7,-1.7,1.3,-3,+,0.5,9,35,-9,106
Nc1nnc(SCc2ccc([N+](=O)[O-])cc2)s1,12,1.1,-1.4,4.7,7,0,1.4,7,9,21,101
CSc1nc2ncncc2[nH]1,8,.,-3.2,3.6,-2,.,.,16,3,18,114
O=C(O)C(c1ccccc1)N1CCCCC1 (stereo not drawn),-1,0.3,-1.6,2.6,-3,361,2.5,9,-1,-59,96
CC(=O)N1CCc2cc(Br)cc(S(=O)(=O)NCc3ccc(Cl)cc3)c21,4,-0.4,0.2,1.1,4,-7,3.2,-1,5,-9,.
COc1ccc(Cc2nnc(SCC(=O)Nc3ccccc3C)n(N)c2=O)cc1,3,1.4,0.8,3.0,6,-7,0.2,-4,-11,-23,121
O=C(CSCc1ccccc1)N1CCN(S(=O)(=O)c2cccc(F)c2)CC1,6,2.2,-0.2,4.3,-9,6,0.7,1,3,14,130
Cc1csc(=O)n1CCC(=O)OCC(=O)N(CC(C)C)c1c(N)n(Cc2ccccc2)c(=O)[nH]c1=O,6,1.1,1.8,0.2,17,33,-0.7,-9,17,0,108
COc1ccc(S(=O)(=O)N2CCCOC2CNC(=O)C(=O)NCc2ccco2)cc1C (stereo not drawn),-1,2.5,1.0,2.5,-7,227,3.6,-7,4,18,97
CCOC(=O)C1CCCN(C(=O)c2cccc(S(=O)(=O)N(C)c3c(C)n(C)n(-c4ccccc4)c3=O)c2)C1 (stereo not drawn),14,0.8,-5.9,0.1,-4,-11,4.8,24,1,3,114
Cc1ccnc(NC(=O)CCC(=O)N(CC(=O)NCc2ccccc2)Cc2ccccc2)c1,-6,-0.1,-2.5,3.7,5,8,1.7,13,-3,-13,112
COc1c(Cl)cc(Cl)cc1/C=N/n1cnnc1,-6,-2.1,-0.9,0.3,11,18,0.7,5,21,.,101
CSc1ccccc1NC(=O)c1ccc(N2CC3CC(C2)c2cccc(=O)n2C3)c(NC(=O)c2cccnc2)c1 (stereo not drawn),1,-2.0,-2.7,-2.8,-1,-3,4.0,14,10,-5,99
CCc1c(C)nc2ncnn2c1N1CCN(S(=O)(=O)c2ccc(OC)cc2)CC1,-4,-2.2,1.5,2.3,1,4,2.9,-8,15,2,101
COc1cc(Cl)cc(CN2CCC(CCC(=O)NC3CC3)CC2)c1OC,5,-1.0,-3.0,1.3,-3,18,1.5,15,37,-7,105
O=C(NCCc1ccccn1)c1n[nH]c(=O)c2ccccc12,-2,-0.4,-1.6,3.7,-7,3,-0.9,8,0,-5,107
COc1cc2c(cc1OC)C(Nc1ccc(S(N)(=O)=O)cc1)=NC(C)(C)C2,-5,-1.1,-0.7,3.7,0,-2,1.8,5,8,18,101

# Rows are unselected; 2.8% or so of the library scored in one or more.
